AMA1 RON2 block – disrupts binding of P. falciparum AMA1 to RON2; AlphaScreen AMA1-biotinylated RON2 peptide binding; Potency, µM (titrated, usually from 58.2 µM), for inactives: at the highest dose activity change, negative = inhibition, actives largely listed as inhibitors; hit rate 0.2% among 360,000;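 further: potency means the concentration at half of the fitted maximal effect; 0% = vehicle wells and -100% = peptide control; nearly all actives have a fitted effect of over 45% in size; some results filed as inactive show a strong effect at the top dose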
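AMA1 (3D7) with his tag at 25 nM final met compounds first, then biotinylated RON2 peptide at 25 nM; detection used donor plus acceptor beads, 10 µg/mL apiece, read by AlphaScreen after 30 min at room temperature.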
AmpC inh detg – blocks E. coli AmpC beta-lactamase in detergent assay; P00811; AmpC hydrolysis of nitrocefin, absorbance 480 nm, 0.01% Triton; Potency, µM (top dose mostly 114 µM), for inactives: at the top dose activity change, negative = inhibition, actives largely listed as inhibitors; hit rate 0.041% among 370,000; AID 485294;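 further: potency means the concentration at half of the fitted maximal effect; 0% = no-compound wells and -100% = no-enzyme wells; nearly all actives have a fitted effect of over 25% in size; some results filed as inactive show a strong effect at the top dose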
Target sequence (P00811 whole entry, looked up): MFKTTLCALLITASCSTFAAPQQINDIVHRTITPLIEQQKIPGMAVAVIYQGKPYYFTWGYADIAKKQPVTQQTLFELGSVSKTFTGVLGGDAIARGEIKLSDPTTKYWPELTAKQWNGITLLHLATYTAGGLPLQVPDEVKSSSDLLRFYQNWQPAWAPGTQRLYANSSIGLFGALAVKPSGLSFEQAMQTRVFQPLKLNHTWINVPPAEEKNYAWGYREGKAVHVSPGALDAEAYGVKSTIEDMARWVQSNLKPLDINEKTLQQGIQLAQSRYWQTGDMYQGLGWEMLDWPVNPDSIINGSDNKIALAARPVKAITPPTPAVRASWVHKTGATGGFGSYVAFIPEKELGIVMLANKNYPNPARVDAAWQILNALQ
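AmpC (5.3 nM in the dispensed reagent) in 20 mM phosphate pH 7.0 with 0.01% (detergent screen) or 0.0001% Triton X-100 was preincubated with compounds for 15 min at room temperature. Nitrocefin was then added from an 800 uM solution, and hydrolysis was followed at 480 nm.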
AmpC inh no detg – AmpC beta-lactamase inhibition without detergent. P00811. AmpC nitrocefin hydrolysis, absorbance 480 nm, 0.0001% Triton. Potency, µM (highest dose often 57.1 µM), without a hit: at the top dose activity change, negative = inhibition, hits mostly inhibitors. hit rate 0.52% among 330,000;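 further: potency means the concentration at half of the fitted maximal effect; plate controls were no compound for no effect and no enzyme for full effect; nearly all actives have a fitted effect of over 20% in size; some results filed as inactive show a strong effect at the top dose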
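AmpC (5.3 nM in the dispensed reagent) in 20 mM phosphate pH 7.0 with 0.01% (detergent screen) or 0.0001% Triton X-100 was preincubated with compounds for 15 min at room temperature. Nitrocefin was then added from an 800 uM solution, and hydrolysis was followed at 480 nm.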
HCMV inh – human cytomegalovirus inhibition; activity change, negative = inhibition, % at 57.5 µM; HFF cells, HCMV-luciferase reporter, 72 h; active compounds read low; hit rate 4.5% among 410,000; in the data active means activity change below about -60%; inconclusive means no clear call, values can overlap the other calls; inactive means above about -39%
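Human foreskin fibroblasts infected with luciferase-reporter HCMV at MOI 1 PFU/cell, compounds at two doses. Luciferase measured 72 h post infection; normalized to buffer-only basal and Salinomycin (10uM) controls.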
FBPA Giardia inh – blocks Giardia fructose-bisphosphate aldolase activity. purified Giardia FBPA. hit rate 0.71% among 290,000. A8B2U2. Potency, µM (top dose mostly 59.6 µM), for inactives: top-dose activity, negative = inhibition, hits mostly inhibitors; further: potency means the concentration at half of the fitted maximal effect; nearly all actives have a fitted effect of over 55% in size
Target sequence (A8B2U2 whole entry, looked up): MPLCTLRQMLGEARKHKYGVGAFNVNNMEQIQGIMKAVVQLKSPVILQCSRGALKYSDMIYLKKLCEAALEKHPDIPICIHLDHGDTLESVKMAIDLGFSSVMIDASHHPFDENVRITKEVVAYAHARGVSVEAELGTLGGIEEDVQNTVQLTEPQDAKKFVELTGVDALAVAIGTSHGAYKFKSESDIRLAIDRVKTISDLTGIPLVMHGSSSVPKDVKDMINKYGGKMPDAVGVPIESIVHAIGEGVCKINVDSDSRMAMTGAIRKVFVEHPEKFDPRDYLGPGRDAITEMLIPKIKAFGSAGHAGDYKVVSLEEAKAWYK
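Giardia FBPA (40 nM reagent) was preincubated 10 min at RT with compound (up to 57.5 uM final), then substrate plus GAPDH/TPI/NAD/arsenate coupling system with diaphorase/resazurin was added; resorufin fluorescence (525/598 nm) was read after 20 min.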
Sm TGR block – inhibitors of Schistosoma mansoni thioredoxin glutathione reductase; hit rate 3% among 360,000; AID 485364; purified TGR, DTNB reduction, TNB absorbance 405 nm; Potency, µM (top dose mostly 114 µM), without a hit: top-dose activity change, negative = inhibition, actives largely listed as inhibitors; further: potency means the concentration at half of the fitted maximal effect; nearly all actives have a fitted effect of over 60% in size
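TGR 20 nM + NADPH 100 uM (dispensed conc.), cpd preinc 15 min RT; start with NADPH (500 uM addition) then DTNB (15 mM addition). Kinetic TNB absorbance, 405 nm filter. Four-parameter Hill fit across titration.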
* hit, by the source's call; ? = inconclusive; . = not tested or not shown; & = joins results of further samples; [ ] = dose if it differs, or a comment. Unless noted, the call rests on the fitted dose curve; in most records, active means well fitted curve in the direction sought with a large enough effect; inconclusive means small, poorly fitted or top-dose-only effect, or another doubt; inactive means no such curve, though single readings can be large; an effect the other way counts as inactive or inconclusive. Unless noted, on the % scale 0 is the no-effect control and ±100 the full control effect. Random draw from the library; 7.8% or so of the library scored in one or more.

SMILES	AMA1 RON2 block	AmpC inh detg	AmpC inh no detg	HCMV inh	FBPA Giardia inh	Sm TGR block
c1ccc(Nc2nc(-c3ccccc3)nc3ccccc23)cc1	15.2%	-12.9%	-47.6%	-21.7	3.4%	-23.8%
Cc1ccc(S(=O)(=O)c2nc(-c3ccco3)oc2SC(C)C)cc1	-5.3%	-15.1%&7.3%	-8.2%	0.0&-17.7	-3.6%	?
COC(=O)c1c(N2C(=O)Nc3ccccc3N2O)sc(C)c1C	-1.0%	3.8%	-22.5%	-34.5	16.9%	-0.2%
CN(C(=O)CSc1ncnc2sccc12)C1CCS(=O)(=O)C1 (centres undefined)	-1.6%	3.2%	-9.9%	-26.7	.	1.6%
C=CC[C@H](CC(=O)NCCO)C(=O)NCCOC(=O)[C@@H](CC=C)Cc1ccc(F)cc1	-4.2%	.	82.4%[activator]	4.1	.	.
Cn1ccnc1SCC(=O)N1CCN(S(=O)(=O)c2ccccc2)CC1	0.0%	3.3%	-21.3%	-34.6	0.2%	2.9%
Cc1cc(C(=O)N[C@H](c2ccccc2)[C@@]2(C)C[C@@H]2[C@@H](C)C(=O)Nc2ccc3ccccc3c2)no1	11.2%	?	-3.4%	3.9	-5.8%&-8.1%	-8.8%
CCCn1nnnc1COc1ccc(C(N)=O)cc1	1.1%	1.2%	-18.0%	-26.9	-3.0%	-15.6%
C=CCC(C#Cc1ccc(C)cc1)N(CC)CC (centres undefined)	0.1%	4.7%	-11.4%	-32.2	0.1%	-24.7%
O=C(Nc1ccc(F)cc1F)c1ccccc1NC(=O)C1CC=CCC1C(=O)O (centres undefined)	-0.1%	?	-6.3%	6.7	.	0.0%
COCc1nc2ccccc2n1CCCOc1ccccc1	1.6%	2.5%	35.3%	-1.7	1.7%	-10.1%
O=C(CSc1nnc(-c2ccccc2F)o1)NC1CC1	6.0%	.	-6.3%	-38.3	.	.
CC(C)(C)NC(=O)c1ccc2nc(CCc3ccccc3)oc2c1	.	-3.6%	.	40.0	.	6.0%
CN(C)c1ccc(N=Nc2ccc(S(=O)(=O)O)cc2)c2ccccc12	?	1.8%	-33.7%	-15.3	19.1%	-22.5%
CCC(=O)Nc1ccc2nc(SCC(=O)N3CCc4ccccc43)sc2c1	.	17.0%	.	29.6	.	-20.0%
O=C(Cn1cc(SCc2c(F)cccc2Cl)c2ccccc21)N1CCCCCC1	.	24.1%	.	83.3	.	7.3%
C=C(C)COc1ccc(-c2nc(N)ncc2-c2ccc(OC)cc2)c(O)c1	.	-14.6%	-15.1%	0.2	-9.6%	-2.6%
CCOC(=O)CC1=CC(C)(CC(=O)OCC)C(C#N)(C#N)C(N)=C1C#N (centres undefined)	7.4%	-3.0%	-1.6%	?	-10.2%	-15.5%
Cc1ccc(NC(=O)c2ccc([N+](=O)[O-])s2)cc1S(=O)(=O)N1CCOCC1	6.6%	.	-14.1%	-94.0*	.	.
O=C(O)c1ccccc1NCc1ccsc1	6.0%	-10.2%	-7.5%	18.6	-2.6%	-3.4%
CCC1(C)CC(=O)c2c(ccc3oc(C(=O)Nc4ccc(C(C)=O)cc4)c(C)c23)O1 (centres undefined)	.	13.3%	.	-8.9	.	6.5%
Cc1ccc(C)c(C(=O)CSc2nc(-c3ccccc3)nc3c2CCCC3)c1	.	-1.7%	.	-9.9	.	-5.7%
Cc1ccc(C)c2c1cc(C)c1nnc(SCc3ccccn3)n12	-4.9%	-0.1%	-3.3%	29.5	-12.1%	-2.4%
Cc1nn2c(=O)cc(COC(=O)c3ccc(S(=O)(=O)N4CCCCC4)cc3)nc2s1	14.4%	5.4%	-3.3%	-29.2	4.0%	9.7%
O=C(COC(=O)COc1ccccc1Cl)Nc1ccccc1OC(F)F	-8.2%	1.9%	-20.4%	110.7	1.6%	-19.2%
CCN(CC)CCCn1c(=S)[nH]c2cc(OC)c(OC)cc2c1=O	-0.8%	?	-19.9%	15.6	-17.2%	30.8%
CCn1cc2nc(SCc3ccc(C)cc3)n(CCc3ccccc3)c(=O)c2n1	.	1.8%	.	-25.9	.	13.0%
O=C1c2[nH]nc(-c3ccccc3O)c2C(c2cccc(OCc3ccccc3)c2)N1CCO (centres undefined)	.	9.4%	.	-0.6	.	8.1%
O=C1CN(C(=O)COc2ccc(Br)cc2)c2ccccc2N1	-6.6%	3.4%	-5.0%	-27.6	-0.1%	15.1%
Cc1ccc(S(=O)(=O)N2CCCCC2)cc1NC(=O)Cn1cnc2c1c(=O)n(C)c(=O)n2C	18.6%	?	-2.4%	3.0	.	-1.7%
CCOc1ccc(CN2C(=O)c3ccccc3Sc3ccc(C(=O)NCc4ccco4)cc32)cc1	.	2.7%	.	28.5	.	33.6%
Cc1ccc(/C=C(\NC(=O)c2ccccc2)C(=O)NCCN2CCOCC2)o1	17.7%	-0.1%	-9.7%	4.6	-2.6%	14.5%
Cc1cc(C)n(-c2nc(-c3cccc(Cl)c3)cs2)n1	33.1%[activator]	-9.3%	17.9%	152.1	-1.3%	1.1%[11.4 µM]
COc1cccc(C(c2c(C)[nH]n(-c3ccccc3)c2=O)c2c(C)[nH]n(-c3ccccc3)c2=O)c1OC	-23.8%	?	59.0%	17.4	-9.7%	-12.5%
COc1ccccc1NC(=O)Cc1nnc(SCC(=O)c2ccccc2)n1C	17.6%	1.0%	26.4%	6.9	10.5%	-0.2%
COc1ccc(S(=O)(=O)N2CCCC(C(=O)NC3CC3)C2)cc1OC (centres undefined)	-5.6%	-17.3%	2.0%	0.4	.	3.7%
O=C(OCc1cc2ccccc2[nH]c1=O)c1ccco1	0.2%	-7.4%	-10.7%	-3.8	8.7%	-23.6%
CSc1nc2nccc(-c3ccc(Cl)cc3)n2n1	42.4%	-6.0%	.	-25.0	10.8%	-7.3%
CCCCn1c(N)c(N(CC(C)C)C(=O)C2CC(=O)N(c3ccc(CC)cc3)C2)c(=O)[nH]c1=O (centres undefined)	-2.9%	0.0%	-2.9%	-12.9	.	-1.9%
O=C(Nc1ccc(NC(=O)C2CCCCC2)nc1)c1ccco1	0.0%	-4.4%	-10.8%	22.9	-1.0%	-3.1%

Overlap with the part before: 7 compounds, followed by the next part.
SMILES	AMA1 RON2 block	AmpC inh detg	AmpC inh no detg	HCMV inh	FBPA Giardia inh	Sm TGR block
COc1cccc(C(c2c(C)[nH]n(-c3ccccc3)c2=O)c2c(C)[nH]n(-c3ccccc3)c2=O)c1OC	-23.8%	?	59.0%	17.4	-9.7%	-12.5%
COc1ccccc1NC(=O)Cc1nnc(SCC(=O)c2ccccc2)n1C	17.6%	1.0%	26.4%	6.9	10.5%	-0.2%
COc1ccc(S(=O)(=O)N2CCCC(C(=O)NC3CC3)C2)cc1OC (centres undefined)	-5.6%	-17.3%	2.0%	0.4	.	3.7%
O=C(OCc1cc2ccccc2[nH]c1=O)c1ccco1	0.2%	-7.4%	-10.7%	-3.8	8.7%	-23.6%
CSc1nc2nccc(-c3ccc(Cl)cc3)n2n1	42.4%	-6.0%	.	-25.0	10.8%	-7.3%
CCCCn1c(N)c(N(CC(C)C)C(=O)C2CC(=O)N(c3ccc(CC)cc3)C2)c(=O)[nH]c1=O (centres undefined)	-2.9%	0.0%	-2.9%	-12.9	.	-1.9%
O=C(Nc1ccc(NC(=O)C2CCCCC2)nc1)c1ccco1	0.0%	-4.4%	-10.8%	22.9	-1.0%	-3.1%
CN(c1cccc(NC(=O)CN(c2cccc(Cl)c2)S(=O)(=O)c2ccccc2)c1)S(C)(=O)=O	2.4%[11.6 µM]	-2.2%	-16.7%	?	-2.4%	-11.8%
Cc1ccc(-n2[nH]c(C)c(/C=N/NC(=O)c3ccc([N+](=O)[O-])cc3)c2=O)c(C)c1	.	0.2%	-13.1%	-3.1	10.9%	3.1%
CCOCCCNC(=O)C1CCCN(c2ncnc3onc(C)c23)C1 (centres undefined)	.	20.4%	.	-15.9	.	-8.2%
Cc1ccc(C)c(COC(=O)c2cc([N+](=O)[O-])ccc2N2CCOCC2)c1	-21.9%	-11.8%	33.5%	?	.	-0.4%
NC(=O)c1cccnc1Oc1ccc(Cl)cc1	?	-14.2%	1.0%	-8.5	4.5%	21.6%
COCCNC(=O)CN(C(=O)CCC(=O)Nc1cc(C)on1)c1cccc(C)c1C	13.6%	-13.3%	16.8%	11.0	0.3%	-4.5%
CC(C)OP(=O)(OC(C)C)C(Nc1ccccc1)c1cccc2c1OCO2 (centres undefined)	-6.7%[2.32 µM]	-8.2%	128.8%[activator]	-14.8	-2.2%	-2.0%
Cc1ccc(OCc2ccc(C(=O)Nc3nccs3)o2)cc1	24.6%	?	-22.7%	92.4	2.2%	-1.3%
CCCc1cc(=O)[nH]c(=S)[nH]1	6.8%	-10.6%	-13.9%	?	?	-3.4%
COc1ccc(/C=C2/SC(=S)N(CCCC(=O)N3CCN(C)CC3)C2=O)cc1	?	7.8%	227.8%[activator]	-99.6*	-3.0%	-8.9%
Cc1sc2ncn(CC(=O)N3CCN(c4ccccc4F)CC3)c(=O)c2c1S(=O)(=O)N1CCOCC1	-8.5%	?	15.5%	-8.8	4.0%	0.9%
O=C(Cn1nc(-c2ccccc2)nc(Cc2ccccc2)c1=O)Nc1ccccc1	.	-1.4%	.	-8.3	.	-2.9%
COC(=O)CSc1ncnc2scc(-c3ccccc3)c12	-11.7%	3.8%	-8.2%	-29.5	28.3%	8.1%
O=C(CCc1nc(CN2CCN(S(=O)(=O)c3ccc(Cl)cc3)CC2)no1)N1CCCCC1	.	-5.8%	.	30.2	.	-8.2%
O=C(O)C1CC=CCC1C(=O)N1CC=C(c2ccccc2)CC1 (centres undefined)	-11.5%	-0.3%	-1.2%	-13.5	0.2%	-31.9%
CCOC(=O)CN1C2=NCCN2c2ccccc21	12.5%	-13.9%	-14.8%	7.2	-11.9%	-4.5%
O=C(O)COCC(=O)Nc1ccc2c(c1)ncn2CCc1ccccc1	-6.0%	2.0%	-20.3%	8.2	-21.5%	-21.8%
COc1ccc(OC)c(-c2cc(C(=O)Nc3c(C)nn(Cc4ccccc4Cl)c3C)no2)c1	-9.7%	-11.1%	-10.9%	-34.2	1.7%	0.0%
COc1ccc(Cl)cc1S(=O)(=O)n1ccnc1C(C)C	-2.7%	8.7%	11.8%	.	-1.7%	-1.1%
Cc1cc(C)cc(Nc2nnc(-n3nc(C)cc3C)c3ccccc23)c1	.	10.1%	.	-26.4	.	-1.8%

Screening data from PubChem.
